Tb PFK inh = inhibitors of T. brucei phosphofructokinase. O15648. T. brucei PFK, ADP-Glo luminescence. Potency, µM (doses to about 57.5 µM), without a hit: at the top dose activity, negative = inhibition, hits mostly inhibitors. 0.17% of 330,000 active. AID 485367;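 note: potency is the fitted concentration of half-maximal effect; 0% = uninhibited 1x PFK enzyme wells and -100% = no-enzyme wells; nearly all actives have a fitted effect of over 60% in size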
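Activity is normalized to no-enzyme wells (full inhibition) and 1.25 nM enzyme wells (no inhibition). Reaction: 0.5 mM F6P, 0.1 mM ATP, 45 min RT, ADP-Glo luminescence; concentration-response curves fitted and classed by quality.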
A-T KAP1 phos = potential ataxia-telangiectasia treatments restoring KAP-1 phosphorylation; Potency, µM (series often up to 57.5 µM), for the others: at the top dose activation, hits mostly activators; AID 485349; 0.19% of 320,000 active; […] A-T fibroblasts, KAP-1 phosphorylation AlphaLISA; neocarzinostatin DNA damage 30 min before lysis; note: potency is the fitted concentration of half-maximal effect; % of control where 0% means no effect; nearly all actives have a fitted effect of over 45% in size
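hTERT-immortalized A-T patient fibroblasts ([…]), 500 cells/well in OPTI-MEM, 1% FBS, got compounds for 60 min, then NCS for 30 min at 37C. Lysates were then assayed for phospho-KAP-1 by AlphaLISA (anti-pKAP1 donor, anti-KAP1 acceptor beads), 6 hr at 25C.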
Mito fusion act = mitochondrial division inhibition or fusion activation. AID 485298. 0.23% of 320,000 active. S. cerevisiae fusion-defective mutant growth rescue, CellTiterGlo 48 h. Potency, µM (top dose mostly 46.1 µM), inactives show at the top dose growth rescue (activation), hits mostly activators;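 note: potency is the fitted concentration of half-maximal effect; % of control where 0% means no effect; nearly all actives have a fitted effect of over 45% in size; temperature-sensitive fusion mutants such as fzo1-1 at 37 °C on non-fermentable ethanol glycerol medium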
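Yeast fusion mutant, YPEG (non-fermentable carbon), compound, 48 h at 37C non-permissive; CellTiterGlo added, 10 min RT, luminescence read. Rescued growth = division inhibition.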
TSHR antag = human thyrotropin receptor antagonism; TSHR-expressing cells, TSH-stimulated cAMP HTRF, 2 h; stronger effect = lower value; activity change, negative = inhibition, % at 11.5 µM; P16473; 0.2% of 330,000 active;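 active = activity change below a set negative limit, meaning inhibition stronger than a set level, cut at about -70% in these data; inconclusive = activity change between two set negative limits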; note: % is set by controls: 0 for no effect and ±100 for the full control effect
Target sequence (P16473 whole entry, looked up): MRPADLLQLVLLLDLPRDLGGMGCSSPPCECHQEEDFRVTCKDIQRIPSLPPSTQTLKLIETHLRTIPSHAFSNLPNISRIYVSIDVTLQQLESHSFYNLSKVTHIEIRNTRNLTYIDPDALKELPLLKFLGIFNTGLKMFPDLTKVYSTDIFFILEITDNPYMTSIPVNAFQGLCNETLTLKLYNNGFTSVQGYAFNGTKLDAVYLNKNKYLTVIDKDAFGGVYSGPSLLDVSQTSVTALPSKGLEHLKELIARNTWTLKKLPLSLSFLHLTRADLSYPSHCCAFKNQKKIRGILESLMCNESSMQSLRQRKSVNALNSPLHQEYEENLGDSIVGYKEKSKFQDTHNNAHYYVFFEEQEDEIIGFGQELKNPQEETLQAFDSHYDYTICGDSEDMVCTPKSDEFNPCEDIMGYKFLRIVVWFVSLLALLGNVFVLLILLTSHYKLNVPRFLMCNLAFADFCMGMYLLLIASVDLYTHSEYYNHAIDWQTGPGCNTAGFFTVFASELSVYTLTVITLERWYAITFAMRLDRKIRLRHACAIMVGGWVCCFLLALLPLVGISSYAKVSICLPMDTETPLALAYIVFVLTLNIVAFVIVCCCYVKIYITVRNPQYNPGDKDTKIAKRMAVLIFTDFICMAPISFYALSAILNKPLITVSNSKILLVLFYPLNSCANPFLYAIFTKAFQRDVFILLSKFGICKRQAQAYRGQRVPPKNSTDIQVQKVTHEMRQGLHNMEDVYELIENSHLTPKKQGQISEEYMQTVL
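Inhibition of cAMP made by TSHR-expressing cells under TSH stimulation (4nM final, EC80; 2 h, 37 deg C) is quantified with a one-step lysis HTRF kit, anti-cAMP cryptate versus cAMP-d2.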
Chronic BCR inh = inhibitors of chronic active B-cell receptor signaling | ABC-DLBCL IkBa-CBG/CBR reporter, luminescence ratio, 4 h | Potency, µM (highest dose often 46.1 µM), inactives show at the highest dose ratio change, negative = lower green/red ratio, usual class: inhibitors | 0.05% of 340,000 active; active = well fitted inhibition curve with a large enough effect in the signal ratio, with a control signal flat, not every such curve was filed as active; inconclusive = small, poorly fitted or top-dose-only effect, or effect the other way, or a change in a side signal; the % refers to the signal ratio;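 note: potency is the fitted concentration of half-maximal effect; plate controls were basal doxycycline-induced cells for no effect and cells given 10 µM MG132 for full effect; MG132 reads +100%, hits lower the ratio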
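TMD8 ABC-DLBCL cells carrying doxycycline-inducible green luciferase fused to IkappaBalpha plus unfused red luciferase were exposed to compounds (up to 46 uM) for 4 hrs at 37C. Activity came from the overlap-corrected green/red luminescence ratio.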
TSG101-PTAP inh = blocks PTAP/TSG101 interaction to inhibit HIV-1 budding. Q99816. Fluorescence polarization, FITC-PTAP peptide / Tsg101 binding. Potency, µM (series often up to 115 µM), inactives show top-dose activity change, negative = inhibition, most hits filed as inhibitors. 340,000 tested, under 10 active; active = well fitted inhibition curve with a large enough effect in the main read-out, with a control signal flat, not every such curve was filed as active; inconclusive = small, poorly fitted or top-dose-only effect, or effect the other way, or a change in a side signal; inactive = no such curve, though single readings can be large or run the other way; note: potency is the fitted concentration of half-maximal effect; % of control where 0% means no effect
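Steps: Tsg101 binding domain dispensed (10 uM final), compounds pinned in DMSO, FITC-labeled PTAP-motif peptide added (50 nM final); after 20 min binding at room temperature, polarization measured.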
Integrin act MD = activators of alpha7 integrin expression for muscular dystrophy; alpha7betagal myoblasts, beta-gal FDG fluorescence, 48 h; Potency, µM (highest dose often 38.3 µM), without a hit: at the top dose activation, usual class: activators; 0.064% of 350,000 active; AID 624291;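 note: potency is the fitted concentration of half-maximal effect; 100% = response of the positive control SU9516; nearly all actives have a fitted effect of over 60% in size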
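Alpha7betagal+/- myoblasts (passage 13) were plated 16-24 hr, then exposed to compounds (1:260 dilution of DMSO stock) for 48 hours at 37C. After MPER lysis, β-galactosidase reporter activity was read as FDG fluorescence (ex 480/em 540) after 30 minutes.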
Eya2 inh = inhibitors of human Eya2 phosphatase activity. recombinant Eya2, OMFP fluorescence dephosphorylation (OMFP is methylfluorescein phosphate). Potency, µM (series often up to 76.9 µM), for inactives: top-dose activity, negative = inhibition, most hits filed as inhibitors. 0.006% of 330,000 active. AID 488837; note: potency is the fitted concentration of half-maximal effect; % is set by controls: 0 for no effect and ±100 for the full control effect
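Eya2 (0.2 uM) preincubated 10 min at ambient with compound, then OMFP substrate added at 50 uM; 10 min reaction in 50 mM HEPES pH 7.5, 50 mM NaCl, 5 uM MgCl2, 0.05% BSA, 1 mM DTT. Fluorescence read at Ex 485/Em 525 nm.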
S-ASM inh = human S-ASM enzyme inhibition | AID 504937 | Potency, µM (top dose mostly 57.5 µM), without a hit: at the top dose activity change, negative = inhibition, most hits filed as inhibitors | placental ASM, HMU-PC fluorogenic substrate, 60 min | P17405 | 0.006% of 340,000 active; note: potency is the fitted concentration of half-maximal effect
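Steps: dispense placental human ASM, pin compound, wait 10 min at room temperature, add HMU-PC0 substrate at 9 uM final, incubate 60 min at 37 °C, add stop solution raising pH to 10, read fluorescence.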
TCR act = activates T cell receptor signaling. primary human leukocytes, anti-CD3, IL-2 HTRF, 48 h. Potency, µM (top dose mostly 9.22 µM), without a hit: at the highest dose activation of IL-2 secretion, most hits filed as activators. 330,000 tested, under 10 active; note: % of control where 0% means no effect
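IL-2 release read by HTRF sandwich (Eu cryptate donor, d2 acceptor, 665 nm emission) after 48 hr exposure of primary human leukocytes to compound together with anti-CD3 beads in the absence of co-stimulatory signals.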
ELG1 repair inh = ELG1-dependent DNA repair inhibition. HEK293T ELG1-luciferase reporter, luminescence, 16 h; DNA damage induced by 5-fluorouridine. 2.3% of 330,000 active. Potency, µM (series often up to 46.1 µM), inactives show at the highest dose activity change, negative = inhibition, actives largely listed as inhibitors. AID 504467; note: potency is the fitted concentration of half-maximal effect; % is set by controls: 0 for no effect and ±100 for the full control effect; nearly all actives have a fitted effect of over 55% in size
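In this reporter screen, reduction of luminescence relative to DMSO vehicle indicated activity. Compounds and 5-fluorouridine were added together to 2,000 cells per well, incubated for 16 hr at 37 °C, then developed with ONE-Glo.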
Active calls of the source: *; i = inactive; ? = inconclusive; · = no result given; [ ] = remark or other dose. Unless noted, calls come from the whole dose curve; as a rule, active = well fitted curve in the direction sought with a large enough effect; inconclusive = small, poorly fitted or top-dose-only effect, or another doubt; inactive = no such curve, though single readings can be large; an effect the other way counts as inactive or inconclusive.

compound	Tb PFK inh	A-T KAP1 phos	Mito fusion act	TSHR antag	Chronic BCR inh	TSG101-PTAP inh	Integrin act MD	Eya2 inh	S-ASM inh	TCR act	ELG1 repair inh
COc1ccc(N2C(=O)CC(NNc3ncc(Cl)cc3Cl)C2=O)cc1 (stereo not drawn)	2%	-4%	2%	-1	2%	0%	21%	-17%	-1%	-4%	15%
COc1ccc(C2(c3ccc(OC)cc3)NC(=O)N(CC(=O)Nc3ccccc3C(F)(F)F)C2=O)cc1	7%	-26%	-4%	-8	-6%	-2%	0%	7%	-12%	0%	?
COc1ccccc1-n1cnnc1SCC(=O)Nc1ncc(Cl)cc1Cl	7%	7%	-3%	-2	?	-7%	13%	-18%[15.4 µM]	-1%	-16%	-12%
COc1ccc(NC(=O)c2nc[nH]c2C(=O)N2CCN(c3ccccc3)CC2)cc1	-3%	-5%	1%	-2	?	-4%	40%	-8%	25%	4%	-11%
Clc1ccccc1-c1nnc(CNC2CC2)o1	-2%	1%	2%	-11	?	-6%	-25%	6%	0%	·	?
O=C(CCC(=O)N1CCN(c2ccccn2)CC1)c1ccc(Cl)s1	-1%	-4%	3%	38	-7%	-3%	-18%	3%	6%	5%	?
Cc1cc(OCC(=O)N2CCC(O)(c3ccc(Cl)cc3)CC2)c2c(C)cc(=O)oc2c1	2%	-3%	2%	8	-5%	-1%	17%	6%	-11%	1%	13%
CC(=O)Nc1ccc(S(=O)(=O)NCc2ccc(C(=O)N3CCOCC3)cc2)cc1	0%	-5%	-17%	-4	-6%	-1%	?	-11%	1%	-4%	8%
NC(=O)CNC(=O)[C@@H]1CC2(CC(c3ccc(Cl)cc3)=NO2)CN1C(=O)c1ccccc1 (stereo partly drawn)	-3%	8%	-2%	·	1%	-7%	17%	1%	-2%	-1%	9%
O=C1C=Cc2ccccc2/C1=C/c1[nH]c(=O)[nH]c1O	6%	11%	-4%	-4	5%	2%	5%	-4%	68%[activator]	0%	1%
CCCCC/C=C\C/C=C\C/C=C\CCCCC(=O)O	-9%	7%	-7%	3	-10%	-10%	·	-1%	-14%	-4%	4%
Cc1ccc(-c2nc(CS(=O)CC(=O)NC3CC3)c(C)o2)cc1 (stereo not drawn)	0%	5%	-3%	-10	-1%	5%	?	7%	-15%	1%	0%
O=S(=O)(c1ccc(Br)cc1)N1CCn2c(nc3ccccc32)C1	-4%	2%	-1%	9	-1%	-5%	-7%	-4%	3%	0%	3%
CCOc1ccc(-n2c(N)c(C(=O)NCC3CCCO3)sc2=S)cc1 (stereo not drawn)	-12%	4%	-1%	0	?	-6%	2%	11%	-10%	13%	-5%
CC(C)N(C(=O)CO/N=C/c1cccc([N+](=O)[O-])c1)C(C)C	-11%	3%	6%	5	6%	-6%	14%	-10%	-3%	6%	0%
COc1ccc(CCNc2nc(-c3cccnc3)nc3ccccc23)cc1OC	-7%	1%	4%	10	16%	0%	?	-10%	16%	-1%	2.6µM*
COC(=O)COc1cc(=O)oc2ccc(NS(=O)(=O)c3ccccc3)cc12	1%	0%	2%	-4	-1%	-2%	10%	-2%	-3%	-3%	25%
COc1cccc(CSc2nc3cc4c(cc3cc2C)OCCO4)c1	6%	19%	5%	-5	3%	0%	-21%	-4%	-4%	-3%	-2%
CC[C@H]1C(c2ccc(F)cc2)=NN(c2ccccc2)[C@@H]1CO	-2%	26%	·	24	?	-2%	29%	-27%	i	6%[46.1 µM]	2%
COc1ccc(C(c2sc3nc(C)nn3c2O)N2CCCCC2)cc1 (stereo not drawn)	25%	1%	-2%	-3	-4%	-1%	10%	-8%	7%	8%[46.1 µM]	-4%

Continued:
compound	Tb PFK inh	A-T KAP1 phos	Mito fusion act	TSHR antag	Chronic BCR inh	TSG101-PTAP inh	Integrin act MD	Eya2 inh	S-ASM inh	TCR act	ELG1 repair inh
COc1ccc(NC2CCCN(C(=O)CSc3ccccn3)C2)cc1OC (stereo not drawn)	-11%	1%	-1%	-15	1%	-10%	25%	9%	7%	4%	-2%
O=C(COC(=O)/C=C/c1ccc(F)cc1)Nc1cc(C(F)(F)F)ccc1N1CCOCC1	-1%	-6%	-1%	-34	?	-14%	-14%	1%	0%	1%[46.1 µM]	0%
Cc1c(NC(=O)c2cccc(NC(=O)COc3ccc(C#N)cc3)c2)c(=O)n(-c2ccccc2)n1C	-22%	4%	5%	13	-11%	-6%	0%	-2%	0%	-1%	?
Cn1nc(C(F)(F)F)c2cc(C(=O)Nc3ccc(C(F)(F)F)cc3)sc21	-7%	-2%	-4%	-23	0%	-5%	7%	7%	-17%	3%	?
CCc1nc2n(n1)C(O)c1cc([N+](=O)[O-])ccc1S2 (stereo not drawn)	1%	15%	-8%	6	-1%	-2%	-23%	11%	-2%	-11%	3%
O=C(C1CCN(S(=O)(=O)c2cccc3cccnc23)CC1)N1CCN(C2CCCCC2)CC1	-3%	-3%	-2%	18	0%	-3%	2%	9%	12%	11%	4%
COc1ccc(C(=O)c2sc3nc(-c4ccccc4)ccc3c2N)cc1	-5%	20%	2%	-7	5%	-1%	-20%	15%	-23%	9%[46.1 µM]	3%
CSC(=NCc1ccc(F)cc1)NS(=O)(=O)c1cccs1	-2%	11%	8%	-2	-5%	0%	2%	1%	-1%	-5%[46.1 µM]	-16%
Cc1cccc(NS(=O)(=O)c2cc(Cl)ccc2Cl)n1	-1%	-8%	0%	11	-3%	-5%	12%	2%	4%	3%	3%
CC(=O)c1cccc(NC(=O)C2CCCN(S(C)(=O)=O)C2)c1 (stereo not drawn)	1%	3%	-7%	2	1%	-2%	-11%	-3%	3%	·	7%
CCN(C(=O)COC(=O)CCc1ccc(OC)cc1)c1c(N)n(Cc2ccccc2)c(=O)[nH]c1=O	-10%	4%	2%	-12	1%	0%	-15%	-24%	1%	0%	-10%
Cc1cccc(OCC(=O)N2CCC3(CC2)CC(=O)c2ccccc2O3)c1	19%	5%	1%	-10	?	-1%	20%	0%	3%	-7%	-4%
Cc1ccccc1NC(=O)NC1CCCCC1C (stereo not drawn)	1%	2%	5%	-6	-2%	-1%	16%	-8%	2%	-1%	0%
Cn1c(=O)[nH]c(=O)c2c1nc(SCC(O)CO)n2Cc1ccccc1Cl (stereo not drawn)	-1%	7%	-1%	-4	?	-5%	-13%	-2%	3%	0%	?
Cc1nnc(SCCCn2c(N3CCCCC3)nc3c2c(=O)[nH]c(=O)n3C)s1	-6%	-4%	0%	-3	6%	-4%	-2%[7.66 µM]	6%	0%	-3%	10%
COCCCNC(=O)c1ccc(NC(C)=O)cc1	-5%	4%	1%	-8	2%	2%	8%	-5%	-1%	4%	0%
Clc1ccc2c(NCc3ccco3)ncnc2c1	1%	-2%	-2%	3	26%	-3%	-37%	9%	1%	-8%	-5%
COC(C(=O)Nc1ccc(C(C)=O)cc1)c1ccccc1 (stereo not drawn)	0%	5%	1%	-5	0%	-2%	5%	3%	-2%	-16%[46.1 µM]	30%
Cc1ccc(O)c(CNc2ccc(S(=O)(=O)Nc3nccs3)cc2)c1	5%	-4%	8%	-1	?	-4%	1%	-8%	-3%	2%	-11%
CC1CCCCC1NC(=O)Cn1nc(-c2ccccc2)ccc1=O (stereo not drawn)	-3%	-5%	-2%	1	6%	2%	-2%	13%	-4%	-7%	3%
COc1ccccc1-c1cc(C(=O)N/N=C/c2cccs2)c2ccccc2n1	3%	2%	18%	1	-7%	-6%	8%	9%	-7%	2%	-13%

From PubChem BioAssay
